Pf apPOL inh – Pf-apPOL DNA polymerase inhibition | hit rate 0.25% among 210,000 | Recombinant Pf-apPOL, molecular beacon fluorescence, 1.5 h | inhibition, % at 10 µM
mHTT-CaM PPI inh – disrupts binding of mutant huntingtin to calmodulin. AlphaScreen His-mHTT/GST-CaM binding, luminescence. P42858. AID 1671202. inhibition, % at 15 µM. hit rate 3.6% among 190,000;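 note: 0% = both proteins with DMSO and 100% = one protein alone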
Numbers without * were called inactive; i = inactive; . = not tested or not shown; & = joins results of further samples. Cut-off read from the data, not from the text of the source: active = inhibition above about 50%; inactive = the rest. Not all compounds are listed (hit frequency here may not be typical).

SMILES	Pf apPOL inh	mHTT-CaM PPI inh
CC1CCC(NCCN2CCOCC2)CC1 (configuration not stated)	-56	-1
Cc1ccc2cc3cc(C(=O)N4CCN(c5ccccn5)CC4)oc3nc2c1	-5	-5
O=C(CSc1nc2ccccc2[nH]1)N1CCN(C(=O)CSc2nc3ccccc3[nH]2)CC1	-1	19
COCCNC(=O)Cc1ccc(NC(=O)c2ccc(Br)cc2)cc1	-6	-9
COc1ccc2cc(C=O)c(=O)[nH]c2c1	-5	6
COc1cc2c(cc1OC)C(c1sc3ccccc3c1Cl)=NCC2	-6	.
C=CCn1c2ccccc2c2nnc(SCC(=O)Nc3cccc(C(C)=O)c3)nc21	-2	9
CC(C)Cc1ccc(-c2csc(N)n2)cc1	-4	42
O=C(O)c1ccc2c(c1)C(=O)N(Cc1ccco1)C2=O	-2	1
O=C(NC1CCCCC1)c1ccc(C23CC4CC(CC(C4)C2)C3)o1	.	-7
CC(C)CN(CC(C)C)S(=O)(=O)N1CCC(C(=O)NCc2ccc(F)cc2Cl)CC1	-13	6
O=C(CN(c1cccc([N+](=O)[O-])c1)S(=O)(=O)c1ccccc1)Nc1ccc2c(c1)OCCO2	-2	22
Cc1cc(NS(=O)(=O)c2ccc(F)cc2C)n(C2CCS(=O)(=O)C2)n1 (configuration not stated)	-2	-13
CCOC(=O)c1cc(NC(=O)Nc2cccc(Cl)c2)ccc1Oc1cncc(Cl)c1	5	.
CCCc1cnc(N2CCCNCC2)nc1	2	.
CC(C)c1nc(CN2CCN(c3cccc(Cl)c3)CC2)cc(=O)[nH]1	-1	7
Cc1ccc(-c2ccc(CN3C(CC(C)C)C(=O)N(Cc4cn(Cc5ccco5)nn4)CCS3(=O)=O)cc2)cc1 (configuration not stated)	-5	38
Cn1nc(COc2ccc(F)cc2)c2c1CCN(C(=O)Nc1cccc(C(F)(F)F)c1)C2	-3	59*
O=C(NC1CC1)c1ccc(Cn2cc(Br)cn2)o1	1	3
C=CCN1C(=O)C(=O)C(=C(O)c2ccccc2)C1c1ccccc1 (configuration not stated)	-14	0
CCC(C)(C)C1CCc2c(sc(NC(=O)c3cc(OC)c(OC)c(OC)c3)c2C(N)=O)C1 (configuration not stated)	1	2
Cc1cc(CN2CCC(CNC(=O)NCc3cccs3)CC2)c(C)o1	-3	-11
O=C1C2C(C(=O)N1c1ccc(Br)cc1)N1CCCN1C2c1ccccc1 (configuration not stated)	-2	-5
CN(C)[C@H]1CCN(c2cccc3c2S(=O)(=O)N(C2CC2)CCCO3)C1	-1	-5
N=C1SCC(=O)N1c1nonc1NC=O	.	-1
Additional compounds:
SMILES	Pf apPOL inh	mHTT-CaM PPI inh
O=C(Cn1cnc2ccccc21)N1CCN(Cc2csc(-c3ccccc3)n2)CC1	-7	10
O=C(CCC1CCCC1)N1CCC(Nc2cccnc2)C1 (configuration not stated)	67*	-2
Cc1cccc(C)c1NC(=O)CSc1ccc(C(F)(F)F)cn1	0	7
O=C(c1cnccn1)N1CCC(c2nncn2Cc2ccccc2)CC1	-6	-5
COc1ccc(C(=O)COc2ccc3c(c2)OC(=Cc2cc(OC)c(OC)c(OC)c2)C3=O)cc1	-6	3
Cc1ccc(NC2OC(=O)c3ccccc32)cc1F (configuration not stated)	-6	4
COc1ccccc1-n1nnc(C(=O)NCc2ccccc2)c1N	-5	-5
CCOc1ccc(C2=NC3(CCN(C(C)=O)CC3)NC(c3cccc(OC)c3O)C2)cc1 (configuration not stated)	-1	48
Cc1cc([N+](=O)[O-])ccc1N/C=C/C(=O)c1cccs1	-3	4
CN(C)c1ccc(/C=C2\SC(=O)N(Cc3ccccc3)C2=O)cc1	-6	6
O=C(NCCO)C1COc2ccccc2O1 (configuration not stated)	-4	-6
COc1ccc(-n2nc(Nc3ccccc3OC)c3c2CCCC3=O)cc1	-7	4
Cc1cc(C(F)(F)F)n2ncc(-c3cccc(Br)c3)c2n1	-10	2
O=C(c1cccc2c1CCN2C(=O)c1ccc(F)cc1)N1CCOCC1	-4	-4
COC(=O)c1c(C)oc(C)c1S(=O)(=O)N1CCCN(c2ccc(C(F)(F)F)cn2)CC1	-88	.
O=C1OC(c2ccc([N+](=O)[O-])cc2)=N/C1=C\c1ccc(F)cc1	0	-2
COc1cccc(OC)c1C(=O)N1CCN(C(=O)CCC2CCCC2)CC1	-6	1
CCCCCC(=O)N1C[C@@H](n2cc(COC(=O)c3ccccc3)nn2)[C@H](O)C[C@@H]1c1ccccc1	-2	16
CCCCN(C)S(=O)(=O)c1ccc(C(=O)Nc2nnc(-c3ccccc3OC)o2)cc1	-47	0
CN1C(=O)CC(N2CCN(c3ccc(Cl)cc3)CC2)C1=O (configuration not stated)	-7	-6
O=C(C1CCOC1)N1CCCn2nc(-c3cccs3)cc2C1 (configuration not stated)	-5	-2
CCOC(=O)Cc1csc(N2C(=O)CC(c3ccccc3)CC2=O)n1	2	.
NC(=O)c1ccc(-n2nnnc2SCc2ccccn2)cc1	-1	0
Cc1ccc(C2=CC(c3ccc(Cl)cc3Cl)n3ncnc3N2)cc1 (configuration not stated)	-2	10
COC(=O)Cc1cc(=O)oc2cc(O)ccc12	-6	-2
Next section.
SMILES	Pf apPOL inh	mHTT-CaM PPI inh
C=CCNC(=O)c1c(NC(=O)c2ccco2)sc2c1CCCC2	-4	-1
COc1ccccc1Nc1nc2ccccc2nc1NS(=O)(=O)c1ccc(C)cc1	-2	5
CC(=O)Nc1nnc(-c2ccc(Cl)cc2Cl)o1	-10	-14
CC(C)N1Cc2cc(C(=O)NCC3CCCCC3)sc2C1	-1	18
COC(=O)c1c(C)[nH]c(C)c1C=NOC(=O)c1ccccc1	-1	.
CN1CCn2cc(S(=O)(=O)Nc3ccc(Cl)cc3)cc2C1=O	-6	-5
Cn1ncc(N2CCCC(C(=O)NC3CCN(Cc4ccccc4)CC3)C2)cc1=O (configuration not stated)	-6	6
COc1ccc(-c2cc(C(=O)N3CCCC3c3cc(C)no3)no2)cc1 (configuration not stated)	3	-3
CC1CCN(C(=O)c2nc3ccccn3c2-c2ccsc2)CC1	-3	-11
CCOc1ccc(C(=O)N2CC3CC2CC3NS(C)(=O)=O)cc1 (configuration not stated)	1	-4
CN1CCN(CCC(=O)Nc2ccc(OC(F)(F)Cl)cc2)CC1	-1	0
CNC(=O)N1CCCC(c2cccc(C(=O)NCc3ccc(C)o3)c2)C1 (configuration not stated)	-1	1
COc1c2ccoc2nc2c(OC)cccc12	-1&-4	-3&-2&6
COc1ccc(N2CC34C=CC(O3)C(C(=O)OC(C)C)C4C2=O)cc1 (configuration not stated)	-1	8
CCOc1cccc2c1OC(c1ccc(F)c(F)c1)N1N=C(c3ccco3)CC21 (configuration not stated)	-29	14
c1ccc(NNC2=Nc3ccccc3CC2)cc1	-2	15
O=C1N/C(=C\c2ccc(O)c([N+](=O)[O-])c2)C(=O)N1Cc1ccc(Br)cc1	-1	40
Cc1ccc(C)c(CNC(=O)C2CCc3sc(C(=O)N(C)C)cc3C2)c1 (configuration not stated)	-4	4
COc1ccc(Cl)cc1C(=O)N1CCN(c2nc3ccncc3n(C)c2=O)CC1	2	4
Cc1ccc(/C=N/NC(=O)c2cc(C)oc2C)o1	.	i
CC(=O)N1CCc2sc(C(=O)NCc3ccccc3Cl)cc2C1	1	11
CSc1nc2ccc(NC(=O)CSc3nc4ccccc4[nH]3)cc2s1	-1	19
COc1cc(CN2CCN(Cc3ccccc3Cl)CC2)cc(OC)c1O	2	0
CC(C)(C)c1ccc(C2=N/C(=C\c3cccc(F)c3)C(=O)O2)cc1	-1	-2
O=C(Cn1[nH]c2c(cnc3ccc(Cl)cc32)c1=O)Nc1ccc(F)cc1	-5	12

Pulled by structure from the list above:
SMILES	Pf apPOL inh	mHTT-CaM PPI inh
COc1c2ccoc2nc2c(OC)cccc12	-1&-4	-3&-2&6
CC1CCN(C(=O)c2nc3ccccn3c2-c2ccsc2)CC1	-3	-11

16 entries from above, comma-delimited:
structure,Pf apPOL inh,mHTT-CaM PPI inh
C=CCNC(=O)c1c(NC(=O)c2ccco2)sc2c1CCCC2,-4,-1
COc1ccccc1Nc1nc2ccccc2nc1NS(=O)(=O)c1ccc(C)cc1,-2,5
CC(=O)Nc1nnc(-c2ccc(Cl)cc2Cl)o1,-10,-14
CC(C)N1Cc2cc(C(=O)NCC3CCCCC3)sc2C1,-1,18
COC(=O)c1c(C)[nH]c(C)c1C=NOC(=O)c1ccccc1,-1,.
CN1CCn2cc(S(=O)(=O)Nc3ccc(Cl)cc3)cc2C1=O,-6,-5
Cn1ncc(N2CCCC(C(=O)NC3CCN(Cc4ccccc4)CC3)C2)cc1=O (configuration not stated),-6,6
COc1ccc(-c2cc(C(=O)N3CCCC3c3cc(C)no3)no2)cc1 (configuration not stated),3,-3
CC1CCN(C(=O)c2nc3ccccn3c2-c2ccsc2)CC1,-3,-11
CCOc1ccc(C(=O)N2CC3CC2CC3NS(C)(=O)=O)cc1 (configuration not stated),1,-4
CN1CCN(CCC(=O)Nc2ccc(OC(F)(F)Cl)cc2)CC1,-1,0
CNC(=O)N1CCCC(c2cccc(C(=O)NCc3ccc(C)o3)c2)C1 (configuration not stated),-1,1
COc1c2ccoc2nc2c(OC)cccc12,-1&-4,-3&-2&6
COc1ccc(N2CC34C=CC(O3)C(C(=O)OC(C)C)C4C2=O)cc1 (configuration not stated),-1,8
CCOc1cccc2c1OC(c1ccc(F)c(F)c1)N1N=C(c3ccco3)CC21 (configuration not stated),-29,14
c1ccc(NNC2=Nc3ccccc3CC2)cc1,-2,15

(listing goes on)
SMILES	Pf apPOL inh	mHTT-CaM PPI inh
O=C(CSc1nc2ccc(Br)cc2[nH]1)NCc1ccco1	-5	11
CCCC1NC(=O)NC(C)=C1C(=O)OCC (configuration not stated)	7	.
Cc1cccc(COC[C@H](CC(C)C)N2CCN(C(=O)c3ccc(C(F)(F)F)cc3)CCC2=O)c1	-2	90*
Cc1oc(C2CCC2)nc1C(=O)Nc1ccc(N2CCOCC2)cc1	-1	11
Cc1ccc(C(=O)Nc2ccccc2C(N)=O)cc1Br	-3	0
CCC(=O)N1CCc2sc(S(=O)(=O)Nc3cc(F)ccc3C)cc2C1	-4	0
COC(=O)c1ccccc1NC(=O)CNC(=O)c1cn(C)nc1OC	-3	-18
Cn1c(C2CCN(C(=O)c3ccccc3C(F)(F)F)C2)nc2ccncc21 (configuration not stated)	0	18
O=S(=O)(NC1CCCCC1)c1ccc2c(c1)OCCO2	.	-7
Cc1c(S(=O)(=O)CCNC(=O)Nc2ccc3c(c2)OCO3)c2ccccc2n1C	-2	-4
CCOC(=O)C(C)Oc1ccc2c(=O)c(-c3ccccc3)coc2c1 (configuration not stated)	-4	-5
O=c1cccnn1CCNS(=O)(=O)c1cccnc1	-2	-2
O=C(CCc1ccccc1)N1CCC(N2CCC(C(=O)N3CCCCC3)CC2)CC1	-5	4
COc1cc(OC)c2c(-c3cccc(-c4ccc(O)cc4)c3)cc(=O)oc2c1	1	24
COc1ccc(-c2cc(CNC(=O)c3c(-c4ccccc4Cl)noc3C)no2)cc1	-6	4
NNC(=Nc1ccccc1Cl)c1nc2ccccc2s1	0	6
C#CCN1C=CC(=O)[C@@H](OC(=O)Nc2ccc(OC)cc2)[C@H]1c1ccccc1Br	0	5
Cc1nc(N2C(=O)C(O)=C(C(=O)c3cccs3)C2c2cccc([N+](=O)[O-])c2)sc1C (configuration not stated)	-6	18
O=C(COc1cccc2cccnc12)N1CCc2ccccc2C1	-3	1
COc1ccc(/C=C(\C#N)C(=O)Nc2cccc(C(F)(F)F)c2)cc1	-2	3
COc1c2ccoc2nc2c(OC)c(OC3OC(C)C(O)C(O)C3O)ccc12 (configuration not stated)	-9	-1
COc1ccc(CNC(=O)c2ccc(C)o2)cc1	0	3
N#CCC(=O)Nc1ncc(Cc2cccc(C(F)(F)F)c2)s1	-3	11
O=C(c1ccccc1I)N1CCN(c2ccccc2F)CC1	-11	-2
Cc1cc(C)n(-c2ccnc(NCCc3cccs3)n2)n1	0	-14
More entries follow.
SMILES	Pf apPOL inh	mHTT-CaM PPI inh
CC(C)N1C(=O)c2cccnc2Sc2cc(C(=O)NC3CC3)ccc21	3	-2
O=C(c1ccsc1)N1CC(c2nc(-c3cccc(Cl)c3)no2)C1	1	-4
CNC(=O)N1CCCC(c2cccc(C(=O)NCCN3CCCCCC3)c2)C1 (configuration not stated)	3	6
CC(=O)Nc1ccc(C(=O)Nc2cccc([N+](=O)[O-])c2)cc1	-15	3
CCNc1cc(-n2ccnc2)ncn1	10	2
C=C1C(n2cnc3c(=O)[nH]c(N)nc32)C[C@H](O)[C@H]1CO (some centres not stated)	2	.
Cc1ccc(-c2n[nH]c(=O)c3ccccc23)cc1S(=O)(=O)Nn1cnnc1	9	4
Cc1ccc(-n2c(N3CCC(C(=O)NCc4ccco4)CC3)nc3ccsc3c2=O)cc1	-1	24
Cc1oc(C(=O)O)cc1COc1ccc2c(C)c(C)c(=O)oc2c1C	-6	8
N#C/C(=C\Nc1ccc(Br)cc1)c1nc(-c2ccc([N+](=O)[O-])cc2)cs1	3	0
CC(=O)c1sc2sc(Br)c(C)c2c1C	0&0	.
CC(=O)Nc1nc2n(n1)C(=O)CC(c1ccccc1)=N2	-9	1
COc1ccc(NC2CC(=O)N(c3cccc(Br)c3)C2=O)cc1 (configuration not stated)	0	10
O=[N+]([O-])c1ccccc1-c1ccc(CN2CCN(c3ccccc3F)CC2)o1	-4	23
COc1ccc(C(O)=C2C(=O)C(=O)N(CCCN(C)C)C2c2cccnc2)cc1Cl (configuration not stated)	2	-11
COc1ccc(C(=O)Oc2ccc3c(=O)c(-c4ccccc4OC)c(C)oc3c2)cc1	3	-6
NC(C(=O)O)(c1ccccc1)C1CCC1 (configuration not stated)	-2	.
O=C(c1ccc(F)cc1F)N1CCC2(CC1)OCCS2	-2	-6
Cc1cc(C)cc(N2CN=c3s/c(=C\c4ccc([N+](=O)[O-])cc4)c(=O)n3C2)c1	-10	14
CCCCN1CC(COc2ccc(OC)cc2)OCCS1(=O)=O (configuration not stated)	-6	-12
Cc1cc(NS(=O)(=O)c2ccc(NC(=O)C3C(C=C(Cl)Cl)C3(C)C)cc2)nc(C)n1 (configuration not stated)	0	62*
CC1CC(C)CN(C(=O)c2cccc3c2-c2ccccc2C3=O)C1 (configuration not stated)	-7&-3	2&-3
COc1ccc(S(=O)(=O)N2CCCC(C)(C(=O)NCc3ccccc3)C2)cc1 (configuration not stated)	0	4

Screening results: PubChem BioAssay, University of Kansas High Throughput Screening Laboratory
